Screening data deposited in PubChem BioAssay by National Center for Advancing Translational Sciences (NCATS).
AmpC inh no detg: blocks E. coli AmpC beta-lactamase in detergent-free assay. P00811. AmpC nitrocefin hydrolysis, absorbance 480 nm, 0.0001% Triton. Potency, µM (series often up to 57.1 µM), inactives show at the top dose activity change, negative = inhibition, hits mostly inhibitors. 0.52% of 330,000 active;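 further: potency means the concentration at half of the fitted maximal effect; plate controls were no compound for no effect and no enzyme for full effect; nearly all actives have a fitted effect of over 20% in size; some results filed as inactive show a strong effect at the top dose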
Target sequence (P00811 whole entry, looked up): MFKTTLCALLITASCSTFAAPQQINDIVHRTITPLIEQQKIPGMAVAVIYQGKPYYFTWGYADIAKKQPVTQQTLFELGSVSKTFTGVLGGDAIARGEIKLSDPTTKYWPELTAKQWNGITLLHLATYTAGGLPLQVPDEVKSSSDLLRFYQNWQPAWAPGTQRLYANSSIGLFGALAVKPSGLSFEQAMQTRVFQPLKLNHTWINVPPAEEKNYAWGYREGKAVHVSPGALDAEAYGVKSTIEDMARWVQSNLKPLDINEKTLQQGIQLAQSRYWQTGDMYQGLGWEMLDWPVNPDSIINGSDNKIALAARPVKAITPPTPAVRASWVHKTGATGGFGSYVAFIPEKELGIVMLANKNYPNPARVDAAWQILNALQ
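AmpC (5.3 nM in the dispensed reagent) in 20 mM phosphate pH 7.0 with 0.01% (detergent screen) or 0.0001% Triton X-100 was preincubated with compounds for 15 min at room temperature. Nitrocefin was then added from an 800 uM solution, and hydrolysis was followed at 480 nm.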
AMA1 RON2 block: inhibitors of Plasmodium falciparum AMA1-RON2 interaction; AlphaScreen AMA1-biotinylated RON2 peptide binding; Potency, µM (top dose mostly 58.2 µM), for inactives: at the top dose activity change, negative = inhibition, usual class: inhibitors; 0.2% of 360,000 active; AID 720542;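 further: potency means the concentration at half of the fitted maximal effect; 0% = vehicle wells and -100% = peptide control; nearly all actives have a fitted effect of over 45% in size; some results filed as inactive show a strong effect at the top dose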
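AMA1 (3D7) with his tag at 25 nM final met compounds first, then biotinylated RON2 peptide at 25 nM; detection used donor plus acceptor beads, 10 µg/mL apiece, read by AlphaScreen after 30 min at room temperature.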
Cycloheximide cs: counter-screen hit for Shiga toxin inhibitors, cycloheximide; 12% of 300,000 active; AID 2314; cell reporter, cycloheximide protein synthesis inhibition counterscreen; max response, %; in the data active means max response mostly above about 13%, no sharp cut-off; inactive means mostly below about 14%; further: read at 38.3 µM for the half of the compounds with a filed dose; 0% is about no effect
AmpC inh detg: blocks E. coli AmpC beta-lactamase in detergent assay | 0.041% of 370,000 active | P00811 | AmpC hydrolysis of nitrocefin, absorbance 480 nm, 0.01% Triton | Potency, µM (top dose mostly 114 µM), inactives show top-dose activity change, negative = inhibition, usual class: inhibitors;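 further: potency means the concentration at half of the fitted maximal effect; 0% = no-compound wells and -100% = no-enzyme wells; nearly all actives have a fitted effect of over 25% in size; some results filed as inactive show a strong effect at the top dose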
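AmpC (5.3 nM in the dispensed reagent) in 20 mM phosphate pH 7.0 with 0.01% (detergent screen) or 0.0001% Triton X-100 was preincubated with compounds for 15 min at room temperature. Nitrocefin was then added from an 800 uM solution, and hydrolysis was followed at 480 nm.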
Shiga inhibitor: Shiga toxin inhibition. 9.2% of 290,000 active. Vero cells, Shiga toxin protein synthesis inhibition reporter. inhibition, % at 38.7 µM; in the data active means inhibition mostly above about 28%, no sharp cut-off; inactive means mostly below about 43%; further: 0% is about no effect
FBPA Giardia inh: blocks Giardia fructose-bisphosphate aldolase activity; Potency, µM (highest dose often 59.6 µM), without a hit: at the highest dose activity, negative = inhibition, actives largely listed as inhibitors; 0.71% of 290,000 active; purified Giardia FBPA; further: potency means the concentration at half of the fitted maximal effect; on the % scale 0 is the no-effect control and ±100 the full control effect; nearly all actives have a fitted effect of over 55% in size
Target sequence (A8B2U2 whole entry, looked up): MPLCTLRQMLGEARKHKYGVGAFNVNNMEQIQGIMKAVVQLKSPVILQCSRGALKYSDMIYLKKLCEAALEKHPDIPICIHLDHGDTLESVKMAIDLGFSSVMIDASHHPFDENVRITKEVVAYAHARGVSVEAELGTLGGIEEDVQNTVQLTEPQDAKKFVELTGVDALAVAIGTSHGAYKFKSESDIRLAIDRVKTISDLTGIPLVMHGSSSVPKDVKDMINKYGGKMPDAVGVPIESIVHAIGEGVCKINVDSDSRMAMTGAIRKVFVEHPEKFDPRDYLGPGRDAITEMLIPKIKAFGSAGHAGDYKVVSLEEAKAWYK
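Giardia FBPA (40 nM reagent) was preincubated 10 min at RT with compound (up to 57.5 uM final), then substrate plus GAPDH/TPI/NAD/arsenate coupling system with diaphorase/resazurin was added; resorufin fluorescence (525/598 nm) was read after 20 min.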
HCMV inh: human cytomegalovirus inhibition; HFF cells, HCMV-luciferase reporter, 72 h; stronger effect = lower value; activity change, negative = inhibition, % at 57.5 µM; 4.5% of 410,000 active; in the data active means activity change below about -60%; inconclusive means no clear call, values can overlap the other calls; inactive means above about -39%; further: on the % scale 0 is the no-effect control and ±100 the full control effect
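Compounds were evaluated in HFFs infected with an HCMV luciferase reporter virus (MOI 1 PFU/cell). Luciferase in lysates collected 72 h post infection served as the replication measure.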
An asterisk follows results filed as active; ? = inconclusive; . = no result given; & = joins results of further samples; [ ] = remark or other dose. Unless noted, the call rests on the fitted dose curve; in most records, active means well fitted curve in the direction sought with a large enough effect; inconclusive means small, poorly fitted or top-dose-only effect, or another doubt; inactive means no such curve, though single readings can be large; an effect the other way counts as inactive or inconclusive.

Preview:
Compound | AmpC inh no detg | AMA1 RON2 block | Cycloheximide cs | AmpC inh detg | Shiga inhibitor | FBPA Giardia inh | HCMV inh
CCn1c(C)nc2c1C(=O)c1ccccc1C2=O | 1% | 0% | 8 | -6% | 16 | . | 15
COc1cc(CNCc2ccccn2)ccc1OCc1ccc(Cl)cc1 | 51% | -3% | 16 | -3% | 36 | 19% | -38
COc1cc(/C=N/NC(=O)C(=O)/C=C2\NC3(CCCC3)Cc3ccccc32)ccc1O | -40% | 2%[2.32 µM] | -3 | -15% | -7 | -3% | 7
CC1NC2(C(=O)N(Cc3ccccc3)c3ccccc32)C2C(=O)N(c3ccccc3)C(=O)C12 (stereo unspecified) | 11µM* | -4% | 12 | ? | 8 | -1% | -98*
CC(=O)c1cccc(NC(=O)CSc2nc(=O)n(CCCN3CCOCC3)c3c2CCC3)c1 | 8% | -7% | . | ? | . | . | 5
O=c1c2ccccc2ncn1CCCCOc1ccccc1F | -32% | -2% | 1 | ? | . | -2% | -105*
CC(=O)Nc1cc(C(=O)OC(C(=O)c2ccccc2)c2ccccc2)ccc1C (stereo unspecified) | 141%[activator] | 14% | 2 | -3% | -12 | 10% | 10
Cc1ccc(OCC(=O)NC2CCCC2)c(C)c1 | -1% | 17% | 36* | ? | 42 | 0% | 1
CCN(CC)C(=O)CSc1nc2ccccc2c(=O)n1OC(C)C | -2% | 7% | -2 | 0% | -9 | 5% | 26
COc1cc(OC)cc(-c2c(-c3ccc(F)cc3)c3cc(-c4ccc5[nH]ccc5c4)ccc3n2C)c1 | -21% | -13% | . | 4% | . | . | -29
CC(SC#N)C(=O)C12CC3CC(CC(C3)C1)C2 (stereo unspecified) | -11% | -16% | 16 | 5% | -6 | 2% | ?

This part in full, previewed entries included:
Compound | AmpC inh no detg | AMA1 RON2 block | Cycloheximide cs | AmpC inh detg | Shiga inhibitor | FBPA Giardia inh | HCMV inh
CCn1c(C)nc2c1C(=O)c1ccccc1C2=O | 1% | 0% | 8 | -6% | 16 | . | 15
COc1cc(CNCc2ccccn2)ccc1OCc1ccc(Cl)cc1 | 51% | -3% | 16 | -3% | 36 | 19% | -38
COc1cc(/C=N/NC(=O)C(=O)/C=C2\NC3(CCCC3)Cc3ccccc32)ccc1O | -40% | 2%[2.32 µM] | -3 | -15% | -7 | -3% | 7
CC1NC2(C(=O)N(Cc3ccccc3)c3ccccc32)C2C(=O)N(c3ccccc3)C(=O)C12 (stereo unspecified) | 11µM* | -4% | 12 | ? | 8 | -1% | -98*
CC(=O)c1cccc(NC(=O)CSc2nc(=O)n(CCCN3CCOCC3)c3c2CCC3)c1 | 8% | -7% | . | ? | . | . | 5
O=c1c2ccccc2ncn1CCCCOc1ccccc1F | -32% | -2% | 1 | ? | . | -2% | -105*
CC(=O)Nc1cc(C(=O)OC(C(=O)c2ccccc2)c2ccccc2)ccc1C (stereo unspecified) | 141%[activator] | 14% | 2 | -3% | -12 | 10% | 10
Cc1ccc(OCC(=O)NC2CCCC2)c(C)c1 | -1% | 17% | 36* | ? | 42 | 0% | 1
CCN(CC)C(=O)CSc1nc2ccccc2c(=O)n1OC(C)C | -2% | 7% | -2 | 0% | -9 | 5% | 26
COc1cc(OC)cc(-c2c(-c3ccc(F)cc3)c3cc(-c4ccc5[nH]ccc5c4)ccc3n2C)c1 | -21% | -13% | . | 4% | . | . | -29
CC(SC#N)C(=O)C12CC3CC(CC(C3)C1)C2 (stereo unspecified) | -11% | -16% | 16 | 5% | -6 | 2% | ?
CC(=O)Nc1ccc(C(=O)Nc2ccc(S(=O)(=O)N3CCOCC3)cc2)cc1 | -10% | -4% | 16* | -5% | 27 | 9% | 18
Cc1ccnc(OC(C(=O)O)C(OCc2ccccc2)(c2ccccc2)c2ccc(C(F)(F)F)cc2)n1 (stereo unspecified) | -15% | -1% | -8 | -3% | -5 | 5% | 13
CCOc1ccc(NC(=S)NC2CC3CCC(C2)N3Cc2ccco2)cc1 (stereo unspecified) | 11% | 0% | -3 | -5% | 26 | -8% | -8
C/C(=N/NC(=O)CNC(=O)COc1ccccc1)c1ccc(Cl)cc1 | -23% | 1% | 12 | -7% | -3 | 0% | -37
Cc1c(C(=O)Nc2ccc3c(c2)OCCO3)sc2nc(-c3ccccc3)cn12 | 2% | -24% | 12 | 1% | 6 | -2% | -84*
C[C@H](NC(=O)c1cc2c([nH]c3ccccc32)c(-c2ccccc2)n1)C(=O)O | -39% | 58%[activator] | -3 | 0% | 14 | -11% | -15
CCOC(=O)c1c(CN2CCN(CCO)CC2)n(C)c2cc(Br)c(OC)cc12 | 173%[activator] | -7% | -5 | ? | -13 | 8% | -18
O=c1c2ccccc2oc2nc3ccn(Cc4ccncc4)c(=O)c3cc12 | -3% | . | 12 | 3% | 66 | 7% | .
Clc1ccccc1-c1csc(Nc2cccnc2)n1 | -35% | 0% | 26* | -4% | 53* | -3% | 4
CCCC(C(=O)NC1CCCC1)N(Cc1ccccc1)C(=O)c1snc(C(N)=O)c1N (stereo unspecified) | 1% | -7% | -3 | 5% | 2 | 14% | ?
CCc1c(C)nc(N)c(C#N)c1-c1ccccc1 | -22% | -1% | 2 | ? | -4 | 3% | ?
CCOC(=O)N1CCC(n2c(=S)[nH]c3cc(OCC)c(OCC)cc3c2=O)CC1 | -35% | 20% | -2 | -5% | -5 | -4% | -77*
N#CC(c1ccccn1)c1ncc(C(F)(F)F)cc1Cl (stereo unspecified) | -7% | 34%[activator] | -1 | 1% | 10 | -6% | 0
O=C(COc1ccc(Cl)cc1Cl)Nc1cccc(-c2ccc(N3CCOCC3)nn2)c1 | -38% | 0% | . | 3% | . | . | 76
O=C1c2ccccc2NC(c2ccco2)N1NS(=O)(=O)c1ccccc1 (stereo unspecified) | -22% | -13% | 6 | -1% | 25 | -2% | 16
O=C(NCCCn1ccnc1)c1cc([N+](=O)[O-])cc([N+](=O)[O-])c1 | -11% | 3% | 9 | -7% | -9 | -20% | -32
COC(=O)c1ccc(/C=N/OCC(=O)NCc2ccc(F)cc2)cc1 | -13% | 6% | 10 | 3% | 6 | 0% | -37
CC1(C)CC(C(CC(=O)O)c2ccccc2)CCO1 (stereo unspecified) | -25% | -3% | 0 | ? | -6 | 6% | -17
Cc1ccccc1OCC(=O)N/N=C/c1cn(C)c2ccccc12 | 88%[activator] | 4% | 15 | 4% | 10 | -13% | 32
COc1cc(/C=C/C(=O)OCC(=O)NCc2ccc(F)cc2)ccc1O | -20% | 5% | . | . | . | . | 38
Cn1c(=O)c(C(=O)CSc2nncs2)c(N)n(Cc2ccccc2)c1=O | -19% | -6% | -4 | -13% | -13 | 7% | ?
COC(=O)C1=C(N)N(c2ccccc2C(F)(F)F)C2=C(C(=O)CCC2)C1c1ccc2c(c1)OCO2 (stereo unspecified) | 56% | 1% | -2 | -8% | -10 | . | ?
Cc1c(NC(=O)c2ccco2)cccc1C(=O)NN1C(=O)c2ccccc2C1=O | -15% | -2% | -3 | ? | 20 | 14% | 1
CC(=O)c1cccc(NCC(=O)Nc2cccc(S(=O)(=O)N3CCCCC3)c2)c1 | -53% | 1% | . | -17% | . | . | -38
CCOc1ccc(-c2cc(N)n(S(=O)(=O)c3ccc(OC)c(OC)c3)n2)cc1 | 0% | 7% | -5 | -7% | -10 | -4% | -60*
CN1CCN(C(=S)c2cn(Cc3ccccc3)c3ccccc23)CC1 | 149%[activator] | -18% | -6 | 8% | 9 | 3% | 144
CC1CCC(NC(=O)Cn2c(=O)[nH]c3ccsc3c2=O)CC1 (stereo unspecified) | -7% | 2% | -2 | ? | 13 | 1% | 127
O=C(N1CCOCC1)N1CCN(c2nc(-c3ccc(F)cc3)cs2)CC1 | 121%[activator] | -1% | 10 | 3% | -3 | 0% | -15
CC(C)CCn1c(Sc2nc3ccccc3s2)nc2c1c(=O)[nH]c(=O)n2C | 91%[activator] | 6% | -7 | ? | -15 | -8% | -26
Cc1cccc(C)c1NC(=O)CNC(=O)c1cccnc1 | -11% | 8% | -1 | 1% | -4 | . | 20
CC(=O)Nc1ccc(/C=C/c2noc(-c3ccccc3O)n2)cc1 | -4% | 1% | 21 | 2%&24% | 54* | 4% | 104&14
CCOc1ccc(S(=O)(=O)c2c(C(=O)c3ccc(C)cc3)cnc3cc4c(cc23)OCCO4)cc1 | -6% | -2% | 4 | -7% | 16 | -1% | -62*
Cc1nc(-c2cccc(S(=O)(=O)N3CCCCC3)c2)cs1 | -10% | -3% | -1 | 2% | 11 | 4% | -40
C[C@]12c3[nH]c4ccccc4c3CCN1C(=O)C(CC(=O)NCc1ccco1)C[C@@H]2C(=O)N1CCCCC1 (stereo partly specified) | 259%[activator] | -2% | . | . | . | . | -5
Cc1ccccc1OCC(=O)OC1CCN(C)CC1 | 2% | -18% | 5 | -10% | 9 | . | 31
CCOc1ccc(Cl)cc1CSc1ncn[nH]1 | -25% | 14% | -4 | -2% | -6 | -18% | -68*
O=C(CSc1nnc(-c2ccccn2)n1-c1ccc(Cl)cc1)Nc1ccc2c(c1)OCO2 | 14% | -6% | 7 | 5% | 21 | 1% | 27
COC(=O)c1ccc(C2C(C#N)=C(N)Oc3cc(C)n(C)c(=O)c32)cc1 (stereo unspecified) | 0% | -1% | -4 | 0% | -12 | -9% | -22
COc1ccnc(CSC(N)=Nc2cccc(C(F)(F)F)c2)c1 | -33% | -18% | 25* | ? | 42 | ? | ?
COc1ccccc1N1C(=O)CCC1(C#N)c1ccccc1 (stereo unspecified) | . | -6% | -2 | -2% | -2 | 5% | 3
N#Cc1cccc(C(=O)OCC(=O)NC(=O)NC2CCCCC2)c1 | -15% | 1% | . | -12% | . | . | -4
CC(=O)Nc1ccn(C2CC3OCC(NC(=O)C4CCCN4C(=O)OC(C)(C)C)C3O2)c(=O)n1 (stereo unspecified) | . | . | -3 | . | -14 | 3% | .
C#CCN1C(=O)C(O)(c2c(C)[nH]c3ccccc23)c2ccccc21 (stereo unspecified) | -21% | 5% | -3 | 6% | -7 | -7% | 33
Cc1cc(NC(=O)CCC(=O)N(c2ccccc2)C(C)C(=O)NC2CCCC2)no1 (stereo unspecified) | -8% | 1% | -8 | -10% | -6 | -7% | 1
Cn1c(=N)n(CC(=O)O)c2ccccc21 | -7% | 14% | 2 | 4% | 33 | 8% | -10

Carrying on.
Compound | AmpC inh no detg | AMA1 RON2 block | Cycloheximide cs | AmpC inh detg | Shiga inhibitor | FBPA Giardia inh | HCMV inh
COc1ccc(/C=C/C(=O)Nc2nnc(C(C)C)s2)cc1OC | 1% | -1% | -2 | 3% | -3 | -2% | 2
CC1CCCN(CC(O)CN)C1 (stereo unspecified) | -21% | 14% | -5 | -3% | 2 | 4% | -18
O=C1CC(c2ccccc2)Oc2cc(O)cc(O)c21 (stereo unspecified) | -47% | 0% | 16* | 4% | 57* | 0% | 6
Cc1ccc(C2CC(=O)c3cnn(-c4nc(C)cc(C)n4)c3C2)cc1 (stereo unspecified) | 143%[activator] | -4% | -3 | -4% | -8 | 4% | -24

No enrichment for hits; any-hit rate near 16%.
